Rab7 wt modul = modulators of GTP binding to Rab7, primary screen, biochemical, wildtype, multiplex bead flow cytometry; GST-Rab7 beads, fluorescent GTP binding; actives lie on both sides; untreated = 100%, excess cold GTP = 0%; GTP binding activity (percent of control), % at 10 µM; hit rate 0.055% among 190,000;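 active means fluorescent GTP binding to Rab7 beads changed by at least 20 points from the 100% baseline, either direction, mostly lower; inconclusive means compound itself probably fluorescent, or too few beads counted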;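 further: median green fluorescence of bound Bodipy-FL-GTP per Rab7 bead population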
Mcl1-Bid inh = Mcl-1/Bid binding inhibitors, primary screen, biochemical, TR-FRET, 1536-well; Induced myeloid leukemia cell differentiation protein Mcl-1 (Homo sapiens), Q07820; AID 1021, 2008; TR-FRET Mcl-1/Bid-Dy647 peptide binding; inhibition, % at 21.7 µM; hit rate 0.97% among 220,000;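 active means compounds that cut the binding signal by more than half at the single screening dose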;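 further: His-tagged Mcl-1 with europium anti-His antibody binding Bid BH3 peptide; 0% = Mcl-1 plus peptide wells and 100% = peptide-only wells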
Target sequence (Q07820 whole entry, looked up): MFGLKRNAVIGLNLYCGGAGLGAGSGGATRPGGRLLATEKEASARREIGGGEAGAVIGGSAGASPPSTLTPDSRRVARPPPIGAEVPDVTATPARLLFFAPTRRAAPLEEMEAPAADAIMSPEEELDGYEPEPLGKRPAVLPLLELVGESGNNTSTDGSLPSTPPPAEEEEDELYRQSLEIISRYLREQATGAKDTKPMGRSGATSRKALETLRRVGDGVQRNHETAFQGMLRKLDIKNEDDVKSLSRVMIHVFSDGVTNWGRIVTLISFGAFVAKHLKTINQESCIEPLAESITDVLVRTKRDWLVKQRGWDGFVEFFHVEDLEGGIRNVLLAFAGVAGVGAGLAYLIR
Cdc42 wt GTP = modulators of GTP binding to wildtype Cdc42, primary screen, biochemical, multiplex bead flow cytometry, Bodipy-GTP; GST-Cdc42 beads; actives lie on both sides; AID 761, 2007; Cell division control protein 42 homolog (Homo sapiens), P60953; hit rate 0.2% among 190,000; percent activity (GTP binding), % at 10 µM;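 active means percent activity GTP binding at least 20 points away from the 100% baseline, either down as inhibitor or up as activator; inconclusive means compound flagged as likely green fluorescent from well-wide comparison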;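 further: median bead fluorescence of bound Bodipy-FL-GTP at 100 nM; 0% = excess unlabeled GTP control and 100% = no compound control; below 100% means less GTP binding so inhibitor and above means activator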
Target sequence (P60953 whole entry, looked up): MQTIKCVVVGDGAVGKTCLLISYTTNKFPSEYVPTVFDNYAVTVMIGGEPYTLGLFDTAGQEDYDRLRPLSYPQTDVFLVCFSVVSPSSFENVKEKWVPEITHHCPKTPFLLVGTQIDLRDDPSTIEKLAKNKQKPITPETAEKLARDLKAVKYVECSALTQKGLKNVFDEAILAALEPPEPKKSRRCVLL
GSH bead fluor = compound fluorescence on glutathione beads, profiling panel, artefact control, biophysical, 488/530 nm, flow cytometry | GSH beads flow cytometry, compound fluorescence 488/530 nm; stronger effect = higher value | fluorescence (KMESF) at 10 µM | hit rate 0.25% among 190,000 | AID 1776, 2009; in the data active means fluorescence above about 89;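 further: glutathione beads carrying GST-tagged Bcl family fusion proteins plus one bare bead set; values are compound well signal with DMSO vehicle wells as background; inactives centre near 16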
Rab2A wt mod = modulators of GTP binding to Rab2A wildtype, primary screen, biochemical, dog, bead-based flow cytometry, multiplex; Ras-related protein Rab-2A (Canis lupus familiaris), P61105; GST-Rab2 wt beads, Bodipy-GTP binding; GTP binding activity, % at 10 µM; hit rate 0.19% among 190,000;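 active means GTP binding activity at least 20 points away from 100%, either lowered or raised; inconclusive means signal likely due to the compound's own green fluorescence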;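 further: 0% = beads with excess unlabeled GTP and 100% = no-compound control corrected for plate trend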
Pf gamet viab = late stage P. falciparum gametocyte viability inhibitors, primary screen, ATP luminescence, HTS; P. falciparum stage V gametocytes, 24 h; inhibition, % at 10.9 µM; hit rate 0.065% among 150,000;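 active means inhibition above the mean plus 3 SD of compounds within the control limits, set per campaign, cut at about 38% in these data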;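 further: 0% = DMSO wells and 100% = medium only without gametocytes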
Mcl1 Noxa PPI = Mcl-1/Noxa binding inhibitors, primary screen, biochemical, TR-FRET, 1536-well | inhibition, % at 21.7 µM | TR-FRET Mcl-1/Noxa peptide binding, 2 h | AID 1022, 2008 | hit rate 1.5% among 220,000 | Induced myeloid leukemia cell differentiation protein Mcl-1 (Homo sapiens), Q07820;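 active means compounds that cut the protein-peptide binding signal by more than 50% relative to plate controls in a single-dose test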;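 further: His-tagged Mcl-1 with rhodamine Noxa BH3 peptide and terbium anti-His antibody; 0% = Mcl-1 plus Noxa peptide wells and 100% = peptide-only wells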
Avidin bead fluor = green autofluorescence of compounds with avidin beads – biophysical, 488/530 nm, flow cytometry, artefact control, profiling panel. compound fluorescence 488/530 nm; stronger effect = higher value. fluorescence (KMESF) at 10 µM. hit rate 0.38% among 220,000; in the data active means fluorescence above about 47; further: inactives centre near 10
HRas wt GTP bind = modulators of GTP binding to HRas wildtype, primary screen, biochemical, bead-based flow cytometry, multiplex | hit rate 0.14% among 190,000 | GTP binding activity, % at 10 µM | AID 759, 2007 | GTPase HRas (Homo sapiens), P01112 | GST-Ras wt beads, Bodipy-FL-GTP binding; actives lie on both sides;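 active means GTP binding activity at least 20% away from the 100% baseline, either lowered as inhibitor or raised as activator; inconclusive means flagged as likely green fluorescent, judged across all proteins in the well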;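 further: 0% = unlabeled GTP competition control and 100% = no-compound control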
Target sequence (P01112 whole entry, looked up): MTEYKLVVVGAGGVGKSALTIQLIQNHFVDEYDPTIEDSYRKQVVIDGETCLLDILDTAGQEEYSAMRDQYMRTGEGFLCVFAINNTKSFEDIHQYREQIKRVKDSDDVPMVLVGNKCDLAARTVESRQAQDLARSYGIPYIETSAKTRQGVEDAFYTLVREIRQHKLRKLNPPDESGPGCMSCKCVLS
Rac1 act GTP bind = GTP binding modulators of activated mutant Rac1, primary screen, biochemical, bead-based flow cytometry, multiplex, fluorescent GTP; GST-Rac1 activated beads; actives lie on both sides; 100% means binding = to untreated wells; AID 764, 2007; hit rate 0.11% among 190,000; percent activity (GTP binding), % at 10 µM;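 active means GTP binding at least 20 percentage points away from the 100% baseline, in either direction, so actives lie on both sides; inconclusive means Compound likely fluorescent itself, or too few beads counted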
Rac1 wt modul = wildtype Rac1 GTP binding modulators, primary screen, biochemical, GST-Rac1 beads, flow cytometry, multiplex | fluorescent GTP binding; actives lie on both sides; 0 = cold GTP competed, 100 = untreated | GTP binding activity (% of control), % at 10 µM | AID 757, 2007 | hit rate 0.27% among 190,000;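 active means GTP binding activity at least 20 points away from the 100% control level, either lower or higher; inconclusive means compound flagged as likely green fluorescent, judged across all proteins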
Numbers without * were called inactive; u = inconclusive; x = no result given.

SMILES	Rab7 wt modul	Mcl1-Bid inh	Cdc42 wt GTP	GSH bead fluor	Rab2A wt mod	Pf gamet viab	Mcl1 Noxa PPI	Avidin bead fluor	HRas wt GTP bind	Rac1 act GTP bind	Rac1 wt modul
c1ccc(-c2nnc(-c3ccco3)n2-c2ccccc2)cc1	97	-3	103	10	100	-38	-13	34	101	99	104
Cc1ccc(NC(=O)C2CC2C)c(Cl)c1 (stereo not given)	109	-21	95	15	96	0	14	11	95	94	95
CSCCC(NS(=O)(=O)c1ccc(Cl)cc1)C(=O)OCC(=O)NC12CC3CC(CC(C3)C1)C2 (stereo not given)	97	-8	100	24	102	x	2	27	102	100	107
CSCc1cc(N2CCOCC2)nc(-c2ccccc2)n1	102	-13	98	11	99	1	-3	24	100	94	100
O=C(CNc1ccc2ccccc2c1)N/N=C/C=C/c1cccc([N+](=O)[O-])c1	93	13	96	12	98	-11	77*	11	96	96	97
C=CCC(CC=C)(C(N)=O)c1ccccc1	103	-12	98	18	98	x	-11	10	98	97	97
COC(=O)c1[nH]c2ccc(C)cc2c1NC(=O)Oc1ccccc1	94	-9	97	39	96	x	14	6	96	95	100
CCCC(O)(CCC)C(=O)NN(C(=O)CCl)c1ccccc1	96	-17	104	15	103	x	8	11	102	103	106
Cc1ccc(NC(=O)c2cc(-c3cccs3)on2)cc1C	108	-26	97	11	106	-8	-2	5	102	95	98
Cc1nc(C(=O)Nc2ccc(Cl)cc2)nn1-c1ccc([N+](=O)[O-])cc1	98	13	97	37	97	-3	13	6	97	96	100
COc1cc(C)nc(Nc2nc(C)c(C(C)=O)s2)n1	102	3	99	27	100	x	13	13	98	98	103
Cc1ccc(-n2c(-c3cnccn3)n[nH]c2=S)c(Br)c1	84	-34	79*	15	82	x	1	11	80	80	81
CC1(C)CC(CCN(Cc2ccccc2)C(=O)c2ccco2)(c2ccccc2)CCO1 (stereo not given)	101	2	98	21	98	-1	6	15	98	97	102
O=C(CSc1nnc(CNC(=O)c2ccccc2F)o1)c1ccc(Cl)cc1	97	10	101	18	101	x	-3	7	100	97	102
Cc1nnc(Nc2ccc3c(c2)ncn3C)c2ccccc12	94	-9	91	25	94	1	31	13	93	92	91
CC(C)(C)NC(=O)NC(=O)CSc1nnc(COc2ccccc2Cl)o1	99	-52	100	18	100	x	12	4	101	99	101
N#C/C(=C/Nc1ccccc1)c1ccsc1	98	-32	103	15	100	x	-6	51*	100	99	100
CS(=O)(=O)c1nncn1-c1ccccc1	100	-3	103	30	100	x	2	7	103	101	109
Cn1c(NC(=O)C2CCCO2)cc(=O)n(C)c1=O (stereo not given)	95	13	99	9	99	8	-5	12	99	99	96
Cn1ncc(Cl)c1C(=O)N1CCN(C(=O)c2ccco2)CC1	109	-17	102	19	98	13	3	9	99	97	97
O=C(c1ccc(F)cc1)c1c[nH]c(C(=O)NCCCN2CCOCC2)c1	100	3	103	37	99	-26	-3	13	100	100	106
O=C(OCC(=O)c1c[nH]c2ccccc12)c1ccc([N+](=O)[O-])s1	97	-31	93	17	96	-8	22	7	93	95	93
Cc1cc(SCC(=O)OCC(=O)NC(C)c2ccccc2)c(C)cc1Br (stereo not given)	99	-5	101	4	99	-30	-3	10	100	98	100
O=C(NCCN1CCOCC1)c1ccc2c(c1)ncn2C1CCCC1	102	-3	97	13	98	x	-1	7	101	96	102
Cc1ccc(O)c(NC(=O)c2cc([N+](=O)[O-])ccc2Cl)c1	95	-23	96	18	95	-21	12	11	96	96	100
O=C(O)C(=O)/C(=C\c1cccc2ccccc12)c1ccc2ccccc2n1	94	-34	98	4	95	x	1	10	98	96	97
CC(C)(C)NC(=O)C(c1ccccc1)N(C(=O)C1CSC(=O)C1)c1ccccc1 (stereo not given)	99	-10	97	33	96	x	-5	14	99	93	96
Cc1ccc(/C=N/NC(=O)c2csc3c2CCCC3)cc1	104	25	104	23	100	11	26	29	101	99	105
COc1ccc([N+](=O)[O-])cc1NCc1cccc([N+](=O)[O-])c1	97	-8	101	12	99	-3	-11	8	98	99	101
Cc1ccc(C(=O)N2CCOCC2)cc1Cl	u	-45	u	28	u	x	x	41	u	u	u
CCCCn1c(N)c(C(=S)NC(=O)CC(C)C)c(=O)n(C)c1=O	90	-36	87	10	89	x	-33	9	89	90	87
CSc1ccc(OC2CCCCC2NS(=O)(=O)c2ccc(Cl)cc2)cc1 (stereo not given)	100	-33	98	15	101	0	0	14	101	103	99
COc1ccc(-c2nnc(SCC(=O)NC(=O)NCc3ccccc3)o2)cc1	96	-8	99	71	97	x	-4	8	99	98	100
Cc1c(/C=N/O)c2ccccn2c1C=O	95	-61	95	16	94	-32	-18	4	94	97	97
Cc1cc(C(C)(C)C)cc(S(=O)(=O)Nc2ccc(O)c(C(=O)O)c2)c1C	98	4	97	13	98	x	23	9	98	98	101
CC(C)Cn1c(SCC(=O)NC2CCCc3ccccc32)nc(O)cc1=O (stereo not given)	104	-72	104	15	101	x	-6	14	104	103	106
O=C(NNC(=O)c1ccccc1[N+](=O)[O-])Nc1ccc(Cl)cc1	100	-25	95	9	96	-14	26	8	97	96	95
COc1ccccc1N(CC(=O)Nc1cc(C)on1)S(=O)(=O)c1ccc(Cl)cc1	u	-12	u	27	u	x	3	6	u	u	u
COc1ccc(NC(=O)N2CCCC(C(=O)NC(C)C)C2)cc1 (stereo not given)	102	-22	97	12	97	x	-8	19	100	96	98
CCn1c(SCC(=O)c2c(N)n(C)c(=O)n(C)c2=O)nnc1-c1ccccc1	99	-6	101	9	103	x	-24	16	102	101	105
O=C(NCC(c1cccnc1)N1CCN(c2ccccc2F)CC1)c1ccccc1 (stereo not given)	98	-6	104	14	102	x	5	20	103	102	106
CCCCc1nc2ccccc2c(=O)n1NC(=O)c1c(O)c2ccccc2n(C)c1=O	94	6	92	15	92	-1	-15	10	90	88	96
COC(=O)c1ccc2c(c1)NC(=O)CS2	103	-13	94	11	96	x	6	11	97	94	97
CN1CCC2(CC1)N=C(c1ccc(F)cc1)C(=S)N2C(=O)c1ccc(C(C)(C)C)cc1	96	-11	100	12	102	10	17	9	101	101	101
O=S(=O)(Nc1cccc2c1CCCC2)c1ccc(Cl)cc1	101	-84	97	6	95	1	-8	5	98	100	103
CCOc1ccc(N=C2NN=C(c3cc(C)n(CC4CCCO4)c3C)CS2)cc1 (stereo not given)	98	-42	97	15	96	11	21	8	100	98	100
CC1CCCCC1NC(=O)COC(=O)/C=C/c1ccc2c(c1)OCO2 (stereo not given)	102	10	95	9	96	-17	-8	3	99	97	97
CCOc1ccc2nc(Cl)c(/C=C/C(=O)c3ccco3)cc2c1	93	28	97	15	94	-12	26	9	96	96	96
O=C(CSc1nnc(-c2ccncc2)o1)NC1C2CC3CC(C2)CC1C3 (stereo not given)	101	-6	100	9	99	-2	-3	2	98	98	101
CCCCCCCC(=O)N/N=C(\C)c1cccnc1	99	-2	101	15	100	x	11	5	101	97	104

More results
SMILES	Rab7 wt modul	Mcl1-Bid inh	Cdc42 wt GTP	GSH bead fluor	Rab2A wt mod	Pf gamet viab	Mcl1 Noxa PPI	Avidin bead fluor	HRas wt GTP bind	Rac1 act GTP bind	Rac1 wt modul
Cc1cc(F)ccc1S(=O)(=O)Nc1ccccc1C(=O)Nc1ncn[nH]1	98	10	94	15	96	x	6	25	97	96	100
OCCNc1nc(-c2cccnc2)nc2ccccc12	98	-11	98	10	99	x	18	10	99	101	104
Cc1ccccc1CN1C2=NCCN2c2ccccc21	102	-7	103	25	101	x	6	10	100	100	104
COC(=O)c1ccc(NC(=O)COC(=O)c2nc3nccc(C)n3n2)cc1	90	-17	97	22	94	4	7	25	94	97	96
COc1ccc(C/C(N)=N/O)cc1	101	-12	103	6	105	x	-3	3	106	101	102
COc1ccc(N(CC(=O)NCc2ccc3c(c2)OCO3)C(=O)CCC(=O)Nc2ccccn2)cc1	94	-52	98	16	96	4	8	8	93	96	94
COC(=O)c1sc(NC(=O)COc2cccc3ccccc23)nc1C	96	0	96	23	95	x	-24	8	94	95	98
O=C(O)CCc1nn2c3ccccc3n(CCN3CCCCC3)c2nc1=O	100	-8	97	52	98	0	7	9	98	96	100
COc1ccc(C(=O)/C=C/c2ccc(C)cc2)c(OC(=O)c2ccc([N+](=O)[O-])cc2)c1	97	-56	98	22	99	x	-23	24	97	96	104
CCc1ccc(NS(=O)(=O)c2ccc3[nH]cc(C(=O)N4CCCCC4)c(=O)c3c2)cc1	102	46	100	5	102	x	16	11	102	98	106
CC(Cc1ccccn1)NC(=O)CCc1nnc(C2CCCCC2)o1 (stereo not given)	99	-27	95	15	96	35	16	6	96	94	96
COC(=O)C12CC3CC(C1)CC(n1cnc(Cl)n1)(C3)C2	96	-11	95	17	97	x	10	6	98	95	101
CCN(CC)S(=O)(=O)c1cccc(-c2nnc(SCC(=O)NC3CCCCCC3)n2N)c1	99	3	104	41	101	-15	4	6	103	100	104
O=C(CSc1nnc(Cc2cccs2)n1Cc1ccco1)Nc1cccc(Cl)c1	96	-9	95	8	96	-55	-4	5	96	95	99
Cc1ccoc1C(=O)NCCCNC(=O)c1occc1C	97	-30	97	13	97	x	0	10	95	96	101
O=C(CCCSc1nc2sc3c(c2c(=O)[nH]1)CCC3)NCCCO	100	-16	101	13	101	0	-1	9	102	97	102
Nc1c(-c2ccccc2)c(CN2CCOCC2)nn1-c1cccc([N+](=O)[O-])c1	106	-29	96	12	100	10	2	10	100	96	97
CCc1nnc(NC(=O)C2CC(=O)N(Cc3ccco3)C2)s1 (stereo not given)	98	-5	105	16	104	13	9	16	104	100	103
O=C(CSc1nnc(-c2ccccc2F)n1CCc1ccccc1)Nc1ccc2[nH]c(=O)[nH]c2c1	93	-44	96	11	95	5	23	14	97	96	99

Screening results: PubChem BioAssay, several laboratories
